T cell HTS: T cell immune modulators affecting CD8 T cell-vesicle binding; 2C CD8+ T cell-vesicle binding, flow cytometry; stronger effect = lower value; calls only at 7 µM; actives 0.068% (n = 330,000); AID 2052;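 active means response, share of CD8 T cells binding vesicles, and their 90th percentile fluorescence all below set limits, cut at about 80% in these data, passing the limit was not always enough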
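Material: 2C TCR transgenic mouse naive CD8+ T cells, MACS-purified. Also added: QL9-charged Drosophila Ld/ICAM-1/B7-1 vesicles. Timing: binding 1.5 h at 37 °C. Measured by: high-throughput flow cytometry with anti-B7-1 and anti-CD8 staining. Read-out: percent CD8+ FL2 mean versus row control. Controls: Unloaded micro-vesicles (low), QL9 vesicles with 0.7% DMSO (high).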
MgcRacGAP inhibition: MgcRacGAP GTPase-activating activity inhibitors, confirmation, biochemical, ADP Hunter fluorescence | MgcRacGAP-stimulated Rac1 GTP hydrolysis, ADP Hunter fluorescence; higher % means a stronger effect; GST-tagged Rac1 F28L mutant substrate | inhibition, % at 30 µM, or IC50 in µM where a hit was titrated | actives 0.6% (n = 340,000);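 active means first-screen hits whose inhibition reached a set limit at any dose in the follow-up dose series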;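 further: fluorescence reports GDP produced by GAP-driven GTP hydrolysis; strong numbers were not always called active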
NTR1 agonist: agonists of NTR1, primary screen, imaging, U2OS cells, beta-arrestin-GFP, high content (AID 493036); NTR1-U2OS beta-arrestin-GFP spot imaging, agonist mode; activation, % at 20 µM; actives 0.17% (n = 330,000);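 active means activation at or above 40% of the spot to cytoplasm intensity ratio, with at least 20 cells analyzed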;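 further: 0% = DMSO without peptide and 100% = 100 nM NTR1 peptide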
Target sequence (P30989 whole entry, looked up): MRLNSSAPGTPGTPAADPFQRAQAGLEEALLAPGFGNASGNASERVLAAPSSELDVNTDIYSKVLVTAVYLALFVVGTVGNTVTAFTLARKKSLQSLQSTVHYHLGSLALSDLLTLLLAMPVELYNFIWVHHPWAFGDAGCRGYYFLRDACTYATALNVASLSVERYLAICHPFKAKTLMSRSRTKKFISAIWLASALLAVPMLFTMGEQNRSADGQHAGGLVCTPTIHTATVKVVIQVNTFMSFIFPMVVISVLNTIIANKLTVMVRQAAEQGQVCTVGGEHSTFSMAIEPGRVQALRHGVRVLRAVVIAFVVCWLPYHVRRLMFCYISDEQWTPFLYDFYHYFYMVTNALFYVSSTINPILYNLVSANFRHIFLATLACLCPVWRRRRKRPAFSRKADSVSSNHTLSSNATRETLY
T cell HTS vesicle-bound %: recorded beside T cell HTS, whose call it bears; double positive events, %; measured here: CD8+ vesicle-bound cell fraction;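 binding gate set so that unloaded-vesicle control wells show 10% double positive cells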
NTR1 agonist cell count 20 µM: second read-out of NTR1 agonist, no call of its own (marks repeat the call); cell count; measured here: cell count, cytotoxicity flag
Starred values were filed as active, the others as inactive; i = inactive. These rows are one share of the data (hit frequency here may not be typical).

SMILES	T cell HTS	T cell HTS vesicle-bound %	MgcRacGAP inhibition	NTR1 agonist	NTR1 agonist cell count 20 µM
N#Cc1ccccc1S(=O)(=O)N1CCN(C(=O)CCc2ccccc2)CC1	i	46	6%	0.7	46
CC(C)(C)OC(=O)N1CCC(NC(=O)c2nc[nH]c2C(=O)NCc2ccccc2)CC1	i	36	11%	-1.1	75
CC1CCCC(NC(=O)COC(=O)c2ccc(Cl)nc2)C1C (stereo not given)	i	41	7%	-0.5	68
Cc1ccc(S(=O)(=O)N(C)C)cc1NC(=O)C(C)OC(=O)C1CCC1 (stereo not given)	i	36	2%	-0.3	52
CCN(C(=O)CSc1cccc[n+]1[O-])C1CCCCC1	i	48	3%	5.7	58
CC(OC(=O)c1ccc(F)c(S(=O)(=O)N2CCOCC2)c1)C(=O)NCC1CCCCC1 (stereo not given)	i	42	1%	1.2	53
Cc1cc(C(=O)COC(=O)c2cccnc2Cl)c(C)n1C	i	52	1%	0.5	63
CC1CN(C(=O)c2ccccc2OCc2ccc(Cl)cc2Cl)CC(C)O1 (stereo not given)	i	21	2%	-0.9	85
Cc1c(Cl)cccc1NC(=O)CNC(=O)CCS(=O)(=O)c1ccc(F)cc1	i	50	6%	0.4	51
COc1cc(C(=O)N2CCC(C(N)=O)CC2)ccc1OCc1c(C)noc1C	i	3	0%	-1.2	48
C[C@H](NC(=O)c1ccccc1)C(=O)OCC(=O)Nc1sccc1C(N)=O	i	47	3%	0.2	57
CC(=O)Nc1ccc(C(=O)OCC(=O)N(c2ccccc2)C2CCCCC2)cc1	i	43	1%	0.4	50
CN(Cc1ccc(OC(F)F)cc1)C(=O)C1CCN(S(=O)(=O)c2ccc3c(c2)OCCO3)CC1	i	34	5%	1.0	60
Cc1cc(C(=O)OCC(=O)NC2CC2)ccc1[N+](=O)[O-]	i	46	2%	1.4	60
COc1cccc(CNC(=O)c2cc(=O)[nH]c3ccc(S(=O)(=O)N4CCOCC4)cc23)c1	i	37	2%	-1.9	57
CC1CCCC(C)N1C(=O)CN1C(=O)c2ccccc2S1(=O)=O (stereo not given)	i	21	-1%	-2.5	63
C=CC[C@H](CC(=O)N(CCO)Cc1ccccc1)C(=O)N[C@H](COC(=O)[C@@H](CC=C)Cc1ccc(F)cc1)C(C)(C)C	i	8	9%	2.9	66
COc1ccc(C)cc1NC(=O)CN1C(=O)C(=O)N(C2CCCC2)C1=O	i	34	7%	-1.6	52
COC(=O)[C@]1(Cc2ccccc2)N[C@H](CN(C)S(=O)(=O)c2ccc(C(F)(F)F)cc2)[C@@H]2C(=O)N(Cc3ccccc3)C(=O)[C@@H]21	i	21	10%	3.6	57
COc1ccc(N2CCN(C(=O)CNC(=O)c3ccc4ccccc4c3)CC2)cc1	i	45	5%	-1.0	47
O=C(CSc1nc2ccccc2c(=O)n1CCCN1CCOCC1)Nc1ccc(F)c(Cl)c1	i	48	5%	0.8	53
COCCN(Cc1ccccc1)C(=O)Cc1ccc(S(=O)(=O)N2CCOCC2)s1	i	47	11%	-0.5	56
CN=C(Nc1cccc(S(=O)(=O)N2CCOCC2)c1)c1ccccc1	i	17	8%	1.8	48
CCn1c(SCC(=O)Nc2ccc3[nH]c(=O)[nH]c3c2)nc2ccccc21	i	12	17%	0.1	56
COC(=O)c1c(C)[nH]c(C(=O)C(C)OC(=O)c2cc(C)oc2C)c1C (stereo not given)	i	26	2%	-0.7	60
More results:
SMILES	T cell HTS	T cell HTS vesicle-bound %	MgcRacGAP inhibition	NTR1 agonist	NTR1 agonist cell count 20 µM
COc1ccc(/C=C/C(=O)OCC(=O)NC2CC2)c(OC)c1	i	48	7%	2.0	44
Cn1nnnc1Sc1ncnc2scc(-c3ccccc3Br)c12	i	32	3%	0.7	45
O=C(COC(=O)c1ccc([N+](=O)[O-])o1)Nc1ccc2c(c1)OCO2	i	31	2%	3.5	55
CCN(CC)C(=O)c1nc[nH]c1C(=O)N(CC)CC	i	54	12%	0.6	61
COc1ccc(NS(=O)(=O)c2ccc(C(=O)N3CCCCCC3)cc2)cc1	i	1	-13%	-0.1	52
COc1cc(C(=O)OCCNC(=O)c2cccnc2)cc(OC)c1OC	i	38	4%	-1.7	46
O=C(CN1C(=O)CNC1=O)Nc1cc(Cl)cc(Cl)c1	i	51	4%	-0.5	70
CCOc1ccc(C2C(C(=O)NC)=C(C)Nc3nc4ccccc4n32)cc1OC (stereo not given)	i	40	4%	-2.5	60
Cc1c(NC(=O)C(C)Oc2cccc(F)c2)c(=O)n(-c2ccccc2)n1C (stereo not given)	i	56	0%	2.2	53
O=S(=O)(NCCCCNS(=O)(=O)c1c(F)cccc1F)c1ccc2c(c1)OCCO2	i	12	-1%	-1.9	49
CC(=O)Nc1ccc(NC(=O)CCN2C(=O)C3CC=CCC3C2=O)cc1 (stereo not given)	i	32	-2%	-0.7	93
Cc1ccccc1-c1nnc(SC(C)C(=O)NC2CCCC2)o1 (stereo not given)	i	36	4%	-0.6	53
COc1ccc(NC(=O)c2cc(-c3ccccc3)nc3c2cnn3C(C)C)cc1	i	4	5%	1.2	44
O=C(COc1ccccc1Br)NCCC1=CCCCC1	i	32	6%	16	82
O=C(COc1ccc([N+](=O)[O-])cc1Cl)NCCN1C(=O)CSC1=O	i	48	4%	1.0	60
CCNC(=O)N(CC)C[C@H]1N[C@@](CC)(C(=O)OC)[C@H]2C(=O)N(Cc3ccccc3)C(=O)[C@@H]12	i	16	7%	4.3	55
COc1ccc(NC(=O)N(C)C[C@H]2Oc3c(NC(=O)NC(C)C)cccc3C(=O)N([C@H](C)CO)C[C@@H]2C)cc1	i	22	8%	-1.5	47
C=CC[C@@H](CC(=O)NCCO)C(=O)N[C@@H](COC(=O)[C@@H](CC=C)CC(=O)OC(C)(C)C)Cc1ccccc1	i	6	7%	4.6	56
O=[N+]([O-])c1ccc(Cl)c(S(=O)(=O)/N=C(/Nc2cccnc2)c2ccccc2)c1	i	17	7%	1.7	51
Cc1ccccc1C(=O)N1CCC(C(=O)N2CCN(c3ncccn3)CC2)CC1	i	20	5%	-0.6	62
CCOc1ncccc1C(=O)OCC(=O)NCc1ccccc1	i	28	6%	0.1	61
Cc1cccc(C(=O)OCC(=O)N2CCN(C(=O)c3ccco3)CC2)c1O	i	41	1%	2.7	48
CCn1nc(C(=O)N2CCN(Cc3nc4ccccc4s3)CC2)c2ccccc2c1=O	i	14	5%	2.5	62
Cc1cc(C)cc(NC(=O)CSCc2nc3c(nnn3Cc3ccc(F)cc3)c(=O)[nH]2)c1	i	20	6%	-0.1	57
CN(CC(=O)Nc1ccccc1Br)C(=O)c1ccc2c(=O)n3c(nc2c1)CCC3	i	36	1%	-0.7	49

Shown with each value named: 4 of the compounds above.
SMILES: COc1ccc(C)cc1NC(=O)CN1C(=O)C(=O)N(C2CCCC2)C1=O
  T cell HTS = i
  T cell HTS vesicle-bound % = 34
  MgcRacGAP inhibition = 7%
  NTR1 agonist = -1.6
  NTR1 agonist cell count 20 µM = 52

SMILES: COC(=O)[C@]1(Cc2ccccc2)N[C@H](CN(C)S(=O)(=O)c2ccc(C(F)(F)F)cc2)[C@@H]2C(=O)N(Cc3ccccc3)C(=O)[C@@H]21
  T cell HTS = i
  T cell HTS vesicle-bound % = 21
  MgcRacGAP inhibition = 10%
  NTR1 agonist = 3.6
  NTR1 agonist cell count 20 µM = 57

SMILES: COc1ccc(N2CCN(C(=O)CNC(=O)c3ccc4ccccc4c3)CC2)cc1
  T cell HTS = i
  T cell HTS vesicle-bound % = 45
  MgcRacGAP inhibition = 5%
  NTR1 agonist = -1.0
  NTR1 agonist cell count 20 µM = 47

SMILES: O=C(CSc1nc2ccccc2c(=O)n1CCCN1CCOCC1)Nc1ccc(F)c(Cl)c1
  T cell HTS = i
  T cell HTS vesicle-bound % = 48
  MgcRacGAP inhibition = 5%
  NTR1 agonist = 0.8
  NTR1 agonist cell count 20 µM = 53

Later entries
SMILES	T cell HTS	T cell HTS vesicle-bound %	MgcRacGAP inhibition	NTR1 agonist	NTR1 agonist cell count 20 µM
COc1ccc(NC(=S)NCCSc2ccc(C)cc2)c(OC)c1	i	38	1%	-0.5	61
C[C@H](CO)N1C[C@H](C)[C@@H](CN(C)S(=O)(=O)c2ccccc2)Oc2c(NC(=O)c3ccncc3)cccc2C1=O	i	14	4%	0.2	68
CC(=O)Nc1ccc(CNc2ncnc3ccc(-c4c(C)noc4C)cc23)cc1	i	26	17%	0.1	60
Cc1ccc(S(=O)(=O)N2[C@@H](c3ccc(Br)cc3)C(C(=O)O)=CC[C@H]2c2ccc(C(C)C)cc2)cc1	i	21	11%	9.1	61
COc1ccccc1NS(=O)(=O)c1cccc(C(=O)N2CCCC2)c1	i	51	3%	0.8	71
COc1cc(NC(=O)c2cc(-c3ccccc3)nc3c2cnn3C(C)C)cc(OC)c1OC	i	40	12%	12	59
COc1ccc(-c2cc(C(=O)OCC(=O)N3CCCCC3)c3ccccc3n2)cc1OC	i	28	7%	12	65
CCN(C(=O)CSc1nnc(C(C)N(C)C)n1-c1ccc(F)cc1)C1CCS(=O)(=O)C1 (stereo not given)	i	36	7%	-1.1	58
O=C(COC(=O)Cc1ccc(Cl)cc1)NCc1ccco1	i	56	5%	4.7	48
O=c1cc(-c2ccc(O)cc2)oc2c(-c3c(O)cc(O)c4c(=O)cc(-c5ccc(O)cc5)oc34)c(O)cc(O)c12	i	13	-2%	2.4	86
CCOC(=O)c1[nH]c(C)c(C(=O)OCC(=O)NCc2ccc(OC)cc2)c1C	i	45	2%	-1.9	66
O=S(=O)(N(Cc1ccccc1)[C@@H](CO)Cc1ccccc1)N(Cc1ccccc1)[C@@H](CO)Cc1ccccc1	i	49	10%	2.6	62
O=C(Nc1cc(C(F)(F)F)ccc1N1CCCC1)C1CCCO1 (stereo not given)	i	43	-1%	-3.0	54
Cc1cc(C)cc(C(=O)OCC(=O)N2CCCCCC2)c1	i	43	2%	-1.1	70
COc1ccc([C@H]2CC(=O)C=C(c3ccc(F)cc3OCc3ccccc3)C2)cc1OC	i	24	8%	1.0	53
CCOc1cc(N2CCOCC2)c(OCC)cc1NC(=O)CSc1nc(N)cc(=O)[nH]1	i	40	20%	-0.7	75
CN(Cc1ccccc1N1CCCC1)C(=O)c1cc2cc(Cl)ccc2o1	i	41	5%	3.7	74
Cc1ccc(NC(=O)Nc2ccccc2F)cc1S(=O)(=O)N1CCOCC1	i	20	-2%	0.1	57
CCOc1ccccc1N1CCN(C(=O)c2ccc3nc(N)sc3c2)CC1	i	50	-3%	-0.2	42
CCCn1nc(C(=O)N2CCc3ccccc32)c2ccccc2c1=O	i	33	-2%	1.4	57
Cc1ccc(S(=O)(=O)N2CCOCC2)cc1C(=O)N1CC(C)CC(C)C1 (stereo not given)	i	26	2%	1.5	57
CCN(CC)S(=O)(=O)c1ccc(NC(=O)COc2cccc(-n3cnnn3)c2)cc1	i	46	2%	-1.2	66
O=C(CCN=C1NS(=O)(=O)c2ccccc21)NCc1ccccc1F	i	34	3%	-0.3	58
CCC(C)c1ccccc1O (stereo not given)	i	28	13%	0.0	49
Cc1cc(C(C)(C)C)cc(C)c1COC(=O)CN1C(=O)NC2(CCCC2)C1=O	i	17	3%	4.4	44

Three entries from above in a different format:
structure,T cell HTS,T cell HTS vesicle-bound %,MgcRacGAP inhibition,NTR1 agonist,NTR1 agonist cell count 20 µM
O=C(COC(=O)Cc1ccc(Cl)cc1)NCc1ccco1,i,56,5%,4.7,48
O=c1cc(-c2ccc(O)cc2)oc2c(-c3c(O)cc(O)c4c(=O)cc(-c5ccc(O)cc5)oc34)c(O)cc(O)c12,i,13,-2%,2.4,86
CCOC(=O)c1[nH]c(C)c(C(=O)OCC(=O)NCc2ccc(OC)cc2)c1C,i,45,2%,-1.9,66

Continuation:
SMILES	T cell HTS	T cell HTS vesicle-bound %	MgcRacGAP inhibition	NTR1 agonist	NTR1 agonist cell count 20 µM
COc1ccc(CN(C)C(=O)c2ccc(Cl)c(S(=O)(=O)NCc3cccnc3)c2)cc1F	i	35	3%	-2.4	30
Cn1c(SCC(=O)Nc2ccc3c(c2)CCC3)nnc1C1CC1	i	49	7%	-1.7	53
CC(=O)N/C(=C\c1ccccc1)C(=O)OCC(=O)c1c(N)n(C)c(=O)n(C)c1=O	i	58	-5%	-1.0	67
Nc1nc2ccc(C(=O)Nc3ccc(N4CCOCC4)cc3)cc2s1	i	39	11%	-0.7	47
CN(CCOc1ccc(Cl)cc1)C(=O)Cc1ccc(S(=O)(=O)N2CCOCC2)s1	i	40	8%	-0.4	53
CCN(C(=O)COC(=O)CSc1ccc(F)cc1)c1c(N)n(Cc2ccccc2)c(=O)[nH]c1=O	i	22	5%	0.2	37
CN1CCN(c2nc3ccccc3nc2NS(=O)(=O)c2ccc(Br)cc2)CC1	i	36	4%	-0.1	59
CS(=O)(=O)c1ccc(Cl)c(NC(=O)C2CCCCN2S(=O)(=O)c2ccccc2)c1 (stereo not given)	i	36	2%	-0.1	71
CC(=O)NCCc1ccc(C(=O)COC(=O)c2cc(C)oc2C)cc1	i	30	-5%	-0.4	57
